Assay outcomes as filed in PubChem.
UBC9 SUMO inh – SUMOylation inhibition | P63279 | HTRF SUMOylation assay, SAE1/SAE2 + UBC9, in vitro | inhibition, % at 35 µM | 290,000 tested, 0.36% active | AID 2006; in the data active = inhibition above about 50%, passing the limit was not always enough; note: strong numbers were not always called active
IDE cell activ – boosts human insulin-degrading enzyme activity in HEK cells; FAbeta-B cleavage, fluorescence polarization; 0% vehicle, 100% cell-free pure enzyme wells; AID 493087; activation, % at 5.96 µM; P14735; 340,000 tested, 0.073% active;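 active = activation above the mean of all tested compounds plus 3 SD, set per screening campaign, cut at about 17% in these data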
Target sequence (P14735 whole entry, looked up): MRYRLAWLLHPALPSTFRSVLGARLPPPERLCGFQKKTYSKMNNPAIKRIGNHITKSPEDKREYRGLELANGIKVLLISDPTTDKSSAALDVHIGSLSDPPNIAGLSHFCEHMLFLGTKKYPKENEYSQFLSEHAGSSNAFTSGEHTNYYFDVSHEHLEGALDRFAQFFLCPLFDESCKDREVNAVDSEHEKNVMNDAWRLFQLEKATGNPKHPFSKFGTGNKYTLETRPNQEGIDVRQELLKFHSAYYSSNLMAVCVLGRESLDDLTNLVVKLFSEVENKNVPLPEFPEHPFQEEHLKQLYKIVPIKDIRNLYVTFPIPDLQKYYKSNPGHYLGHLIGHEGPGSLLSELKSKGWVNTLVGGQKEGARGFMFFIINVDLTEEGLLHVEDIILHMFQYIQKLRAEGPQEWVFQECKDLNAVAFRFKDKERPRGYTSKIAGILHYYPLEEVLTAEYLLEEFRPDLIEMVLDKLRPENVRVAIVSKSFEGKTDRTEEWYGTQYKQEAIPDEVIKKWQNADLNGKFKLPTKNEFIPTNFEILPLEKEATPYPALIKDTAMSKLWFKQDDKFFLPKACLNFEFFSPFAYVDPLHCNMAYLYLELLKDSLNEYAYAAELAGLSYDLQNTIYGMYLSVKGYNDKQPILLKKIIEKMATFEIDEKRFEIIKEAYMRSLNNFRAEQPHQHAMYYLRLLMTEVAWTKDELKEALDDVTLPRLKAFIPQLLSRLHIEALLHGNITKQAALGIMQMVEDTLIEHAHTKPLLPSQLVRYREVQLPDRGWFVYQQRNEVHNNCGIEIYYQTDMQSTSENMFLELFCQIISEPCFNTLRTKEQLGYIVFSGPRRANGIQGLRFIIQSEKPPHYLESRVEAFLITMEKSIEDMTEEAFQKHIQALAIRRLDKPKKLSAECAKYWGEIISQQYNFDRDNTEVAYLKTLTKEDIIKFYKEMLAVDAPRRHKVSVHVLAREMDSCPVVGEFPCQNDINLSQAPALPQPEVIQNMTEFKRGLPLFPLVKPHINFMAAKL
CRFR2-BP antag – blocks CRF-induced signaling of the CRF-BP/CRF-R2 complex; HEK293 CRF-R2/CRF-BP, CRF-induced calcium fluorescence; inhibition, % at 11.8 µM; 350,000 tested, 0.59% active; AID 588475;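 active = inhibition of the ligand-induced calcium signal above about 50% at the single tested concentration, limit read from the data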
IMP-1 inh – blocks Pseudomonas aeruginosa IMP-1 metallo-beta-lactamase; AID 1556; purified IMP-1, nitrocefin hydrolysis, epi-absorbance fluorescence; 290,000 tested, 0.45% active; inhibition, % at 5.6 µM;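 active = inhibition above the mean plus 3 SD of all compounds in the same screening run, cut at about 4.5% in these data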;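 note: 0% = IMP-1 with DMSO and 100% = DMSO wells lacking enzyme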
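System: Purified recombinant IMP-1 metallo-beta-lactamase enzyme | Measured by: Fluorescence quenching readout, ex 480/em 530 nm | Replication: Singlicate | Incubation: 15 min preincubation plus 25 min reaction at 25 °C | Evaluation: Percent inhibition from optical density relative to buffer-blank wells | Benchmarks: DMSO with and without IMP-1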
HCV NS3 hel inh – inhibitors of Hepatitis C virus NS3 helicase; NS3 helicase DNA unwinding, Cy5 molecular beacon fluorescence; inhibition, % at 10.9 µM; 290,000 tested, 0.56% active; AID 1800;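 active = inhibition above the mean of all tested compounds plus 3 SD, set per campaign, cut at about 35% in these data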;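 note: 0% = DMSO wells and 100% = thioflavine S control wells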
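Assay system – hepatitis C virus NS3 helicase domain fragment enzyme · Buffer or medium – MOPS pH 6.5, MgCl2, DTT, Tween20, BSA · Reagent – Cy5/quencher beacon DNA duplex and ATP to start · Compound – single 10.9 µM dose · Timing – 1 h at 25 °C · Technique – Cy5 beacon fluorescence read at start and 1 h · Measure – % inhibition of unwinding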
p-CIP stab down – p/CIP protein destabilization | Q05BA5 | F442A p/CIP-EGFP cells, EGFP fluorescence, 16 h | decrease of EGFP signal, % at 10 µM | 290,000 tested, 0.01% active | AID 1984;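 active = EGFP signal decrease of at least 30% at 10 µM or well 3 SD below plate mean, unless failing retest; inactive = the rest, including hits failing retest or dose response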; note: some compounds called inactive have numbers as strong as hits; many of its hits are not listed in these tables
GalR3 antag – blocks the human galanin receptor 3; HEK293 GalR3-CNG cAMP membrane potential fluorescence; galR3 body fused to GalR1 C-terminus; inhibition, % at 3 µM; 360,000 tested, 0.44% active; AID 651719;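 active = inhibition above the screen-wide average plus 3 SD, cut at about 13% in these data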;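 note: forskolin and galanin both at EC90 stimulate the cells; cAMP rise reported by CNG channel membrane potential dye signal; 0% = forskolin plus galanin with DMSO and 100% = forskolin alone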
VIM-2 inhibitor – blocks Pseudomonas aeruginosa VIM-2 metallo-beta-lactamase; purified VIM-2, nitrocefin hydrolysis, epi-absorbance fluorescence; inhibition, % at 5.6 µM; 290,000 tested, 0.89% active; AID 1527;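 active = inhibition above the mean of all tested compounds plus 3 SD, cutoff set per screening run, cut at about 7.5% in these data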;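 note: red hydrolysis product quenches plate fluorescence so inhibitors raise well fluorescence; 0% = enzyme with DMSO and 100% = DMSO without enzyme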
IDE cell inh – cellular human IDE inhibition | P14735 | HEK cells, FAbetaB cleavage, fluorescence polarization | inhibition, % at 5.59 µM | 320,000 tested, 0.41% active | AID 434962;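 active = percent inhibition above the average of all tested compounds plus 3 SD, set per screening campaign, cut at about 16% in these data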;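 note: IDE supplied by intact live HEK cells; FP after avidin binding of uncleaved biotin substrate so inhibition keeps polarization high; 0% = DMSO wells and 100% = 60 µM reference IDE inhibitor Ii1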
* = called active by the depositor; . = no result given.

SMILES	UBC9 SUMO inh	IDE cell activ	CRFR2-BP antag	IMP-1 inh	HCV NS3 hel inh	p-CIP stab down	GalR3 antag	VIM-2 inhibitor	IDE cell inh
Cc1ccc(-c2cc(Cc3ccncc3)c(=O)[nH]n2)cc1	9	.	-8	-1.4	5	10	-3	-0.9	4
Cc1csc(NC(=O)c2c(O)c3c(n(CC(C)C)c2=O)CCCC3)n1	11	-2	1	-3.3	-2	2	.	-2.1	-3
CC(=O)NC(C)C(=O)OCC(=O)c1ccc(-c2ccccc2)cc1 (stereo unspecified)	15	-5	9	-5.4	16	-25	-1	-6.0	7
COc1ccc(CNC(=O)C(OC(=O)c2nsc(Cl)c2Cl)C(C)C)cc1 (stereo unspecified)	2	-7	4	-2.1	-19	-3	-6	-4.1	6
COCCNC(=O)c1cccc(OC2CCN(Cc3ccc(OC(F)F)cc3)CC2)c1	18	4	1	-2.2	-1	9	-12	-1.3	5
Cc1ccccc1-n1nc2c(c1NC(=O)c1cc3ccccc3oc1=O)CS(=O)C2 (stereo unspecified)	15	3	-27	-1.6	-7	-15	.	-2.5	4
O=C(/C=C/c1cccs1)c1cc(F)ccc1OC(=O)N1CCOCC1	.	2	2	-0.9	-3	.	-3	-0.8	3
COc1ccc(N2CCc3c(C)nc4c(OC)cc(OC)cc4c32)c(OC)c1	-29	5	7	-3.7	-9	0	-8	-3.2	6
CCOC(=O)C1CCCCN1Cc1cccc(C(F)(F)F)c1 (stereo unspecified)	12	-2	4	-2.3	0	-18	2	-2.3	-4
COc1cc2c(cc1NC(=O)COCC(=O)O)oc1ccccc12	-2	3	-37	-2.1	0	-14	-9	-0.8	.
CCOc1ccc(-c2noc(CCCC(=O)NC3CCCC3)n2)cc1OC	11	0	5	-1.5	11	-4	-6	0.5	3
O=C(CN1C(=O)NC2(CCCC2)C1=O)Nc1ccc(Cl)cc1F	8	1	-3	-2.2	2	1	-9	-1.0	5
C/C(=N\NC(=O)c1ccc(O)cc1)c1ccc2c(c1)Nc1ccccc1S2	-15	-6	-67	-1.9	2	-13	0	-3.9	3
O=C(CCCN1C(=O)c2ccccc2C1=O)NCc1ccco1	17	3	-6	-3.1	-3	-10	-4	-4.4	0
O=C(CCn1c2c(c3ccccc31)CCCC2)NNC(=O)c1ccccc1C(=O)O	-12	2	-9	-3.4	7	0	.	-1.8	-2
COC(=O)c1sccc1N(C)S(C)(=O)=O	16	6	19	0.7	6	6	1	-0.6	1
Cc1ccc(S(=O)(=O)N2CCC(C(=O)N/N=C/c3ccccc3[N+](=O)[O-])CC2)cc1	-6	3	26	-2.5	1	-6	3	-4.3	0
Cc1nc(Nc2ccc(F)cc2)[nH]c(=O)c1CCC(C)C	-13	4	-13	-1.9	5	-18	-3	-1.0	2
O=S(=O)(NCC1CCCO1)c1cc(Br)c(Br)s1 (stereo unspecified)	13	-1	17	-2.9	0	-7	-1	-3.4	1
CNC(=O)c1cc(C(=O)c2ccc(F)cc2Cl)c[nH]1	12	1	-7	-0.6	-4	-7	-8	-1.3	-9
Fc1cccc(Cc2noc(CN3CCN(C4CCc5ccccc5C4)CC3)n2)c1 (stereo unspecified)	4	-6	-9	-3.2	-10	-4	-6	-3.0	0
Cc1nc(/N=C(\N)NC(=O)NC2CCCCC2)nc2ccccc12	7	7	10	-3.5	-68	-3	-10	-2.9	1
COc1cc2c(cc1OC)C(C(C)C)=NC(C)(C)C2	46	7	13	-3.5	1	6	-2	-2.4	2
Cc1ccc(/C=N/N(C)C2=NS(=O)(=O)c3ccccc32)cc1	22	-3	-20	-1.7	21	7	-5	5.1	10
Cc1cc(N2CCOCC2)nc(SCc2ccc(Cl)cc2Cl)n1	-25	5	9	-1.6	-5	-15	-2	0.5	4
Cc1nn(-c2ccccc2)c(C)c1/C=N/NC(=O)c1cc(O)cc(O)c1	15	-6	6	0.0	-2	9	0	0.3	-1
CCN(CC)S(=O)(=O)c1cccc(C(=O)NC(C(=O)Nc2nnc(C)s2)C(C)C)c1 (stereo unspecified)	8	3	-1	-1.3	1	-2	5	-0.1	0
CSc1ncccc1C(=O)NCCc1ccc(S(N)(=O)=O)cc1	-2	6	3	-2.2	-1	-3	-8	-1.5	-5
O=C(N/N=C/c1cccs1)c1ccc2c(c1)OCO2	-3	-4	2	-2.5	5	3	-2	-4.0	0
COc1ccc(CCNC2=C(Cl)C(=O)N(Cc3ccccc3)C2=O)cc1OC	-1	1	54*	-1.5	-16	9	-7	-0.9	2

Reprinted from the part before: four entries; new compounds follow.
SMILES	UBC9 SUMO inh	IDE cell activ	CRFR2-BP antag	IMP-1 inh	HCV NS3 hel inh	p-CIP stab down	GalR3 antag	VIM-2 inhibitor	IDE cell inh
CCN(CC)S(=O)(=O)c1cccc(C(=O)NC(C(=O)Nc2nnc(C)s2)C(C)C)c1 (stereo unspecified)	8	3	-1	-1.3	1	-2	5	-0.1	0
CSc1ncccc1C(=O)NCCc1ccc(S(N)(=O)=O)cc1	-2	6	3	-2.2	-1	-3	-8	-1.5	-5
O=C(N/N=C/c1cccs1)c1ccc2c(c1)OCO2	-3	-4	2	-2.5	5	3	-2	-4.0	0
COc1ccc(CCNC2=C(Cl)C(=O)N(Cc3ccccc3)C2=O)cc1OC	-1	1	54*	-1.5	-16	9	-7	-0.9	2
CCOc1ccc(NC(=O)CN(C)C(=O)Cc2c(C)nc3ccccc3c2C)cc1OCC	11	4	0	-1.8	-4	8	-5	-3.2	0
CN(C)/C=C1\C(=O)N(c2ccc(Oc3ccccc3)cc2)CS1=O (stereo unspecified)	-12	2	-5	-2.6	5	9	-1	-1.2	6
CCN(CC)C(CNC(=O)c1cc(=O)[nH]c2ccccc12)c1ccccc1Cl (stereo unspecified)	14	4	-5	-4.8	-3	-10	-7	-2.0	-2
CCOc1ccc(N2C(=O)CN=C2Nc2ccccc2Cl)cc1	14	0	7	-3.9	-16	-4	0	-1.4	-6
COCCCNc1oc(COc2ccc(Cl)cc2Cl)nc1C#N	-3	1	0	-3.3	-1	3	-6	-3.1	-4
CCCCN(Cc1ccccc1)C(=O)C1CCCN(S(=O)(=O)c2cnc[nH]2)C1 (stereo unspecified)	15	3	4	0.0	1	-14	0	-1.3	0
O=C(NCC(c1ccco1)N1CCc2ccccc2C1)c1ccccc1Cl (stereo unspecified)	.	3	17	.	.	.	-4	.	-5
CCOc1c(O)ccc(/C=C2\SC(=S)NC2=O)c1[N+](=O)[O-]	50*	2	-3	-1.6	32	-3	-5	-0.1	1
COc1cccc(CN2CCNC(=O)C2CC(=O)N2CCOc3ccccc3C2)c1OC (stereo unspecified)	11	.	21	-1.4	11	8	-3	-1.6	-2
Cc1ccc(C(=O)OCC(=O)Nc2cc(C(C)(C)C)no2)c(C)c1	.	-1	-11	.	.	.	-6	.	0
O=C(CC(c1ccccc1)c1cc(Cl)ccc1O)NCCN1CCOCC1 (stereo unspecified)	-15	6	-25	0.2	9	-4	-7	0.3	-3
Cn1c(N/N=C/c2c[nH]c3ccccc23)nc2ccccc21	-60	-9	-16	-2.9	-16	-6	-9	-3.8	29*
Cn1c(=O)[nH]c(=O)c2c1nc(N1CCOCC1)n2CC(O)COc1ccccc1 (stereo unspecified)	10	2	26	0.2	4	-20	-3	0.2	5
COc1ccc(/C=N/NC(=O)c2[nH]c3ccc(Br)cc3c2-c2ccccc2)cc1	13	-6	-32	-4.6	15	-20	2	-2.1	-1
Cc1nnc(SCC(=O)NC(=O)Nc2ccc3c(c2)OCCO3)n1N	7	8	12	1.9	8	3	4	0.6	0
NC(=S)N/N=C/c1coc2cc(Br)ccc2c1=O	19	-4	0	-1.5	6	-17	2	-2.8	-2
COCCNC(=O)CCc1nc2cccnc2n1Cc1ccc(OC)cc1	10	3	-8	-1.9	-6	-13	-13	-0.8	.
Cc1[nH]c2ccccc2c1/C=N/NC(=O)c1cc(-c2ccncc2)nc2ccccc12	-3	-4	-6	-4.4	1	1	2	-3.1	3
CC1CCN(C(=O)c2cc3ccccc3o2)CC1	0	-3	-4	-4.0	8	-6	-4	0.2	8
O=C(CCN1C(=O)c2cccc3cccc(c23)C1=O)NCc1ccco1	6	4	4	-4.3	1	-10	-6	1.0	1
COc1cccc(OCc2cc(C(=O)N(C)CCC3CCCCO3)no2)c1 (stereo unspecified)	6	3	-1	1.8	6	12	-3	1.9	-3
Cc1cccc(OCCCn2c(CCNC(=O)C(C)C)nc3ccccc32)c1	-16	-1	-5	-2.6	-6	0	-3	-2.9	4
O=C(/C=C/c1ccc(Cl)cc1)NCCCN1CCOCC1	12	2	-5	-2.2	-9	0	-1	-0.2	0
CCC(=O)Nc1ccc(NC(=S)Nc2ccccc2)cc1	1	5	21	-2.9	-16	2	-3	0.6	10
CCn1c(SCC(=O)Nc2ccc3[nH]c(=O)[nH]c3c2)nc2ccccc21	.	6	25	.	.	.	-2	.	-6
COc1ccc(/C=N/NC(=O)CCN2CCCCC2c2cccnc2)cc1Cn1cc([N+](=O)[O-])cn1 (stereo unspecified)	14	2	-9	-2.8	-9	8	1	-1.9	-2
CCn1c(C)nc2cc(S(=O)(=O)C(F)(F)C(F)C(F)(F)F)ccc21 (stereo unspecified)	-11	1	-3	0.2	-5	-29	.	-3.6	7
COC(=O)c1c(C)[nH]c(C(=O)C(C)OC(=O)c2cc(C)oc2C)c1C (stereo unspecified)	.	1	3	.	.	.	-2	.	-4

Entries of single compounds as entered above.
Entry for `Cc1nn(-c2ccccc2)c(C)c1/C=N/NC(=O)c1cc(O)cc(O)c1` = UBC9 SUMO inh = 15; IDE cell activ = -6; CRFR2-BP antag = 6; IMP-1 inh = 0.0; HCV NS3 hel inh = -2; p-CIP stab down = 9; GalR3 antag = 0; VIM-2 inhibitor = 0.3; IDE cell inh = -1
Entry for `CCOc1c(O)ccc(/C=C2\SC(=S)NC2=O)c1[N+](=O)[O-]` = UBC9 SUMO inh = 50*; IDE cell activ = 2; CRFR2-BP antag = -3; IMP-1 inh = -1.6; HCV NS3 hel inh = 32; p-CIP stab down = -3; GalR3 antag = -5; VIM-2 inhibitor = -0.1; IDE cell inh = 1
Entry for `COc1ccc(N2CCc3c(C)nc4c(OC)cc(OC)cc4c32)c(OC)c1` = UBC9 SUMO inh = -29; IDE cell activ = 5; CRFR2-BP antag = 7; IMP-1 inh = -3.7; HCV NS3 hel inh = -9; p-CIP stab down = 0; GalR3 antag = -8; VIM-2 inhibitor = -3.2; IDE cell inh = 6
